SRC3 inh = human NCOA3 inhibition; Q9Y6Q9; HEK293 GAL4-SRC3 luciferase reporter, luminescence; inhibition, % at 3.6 µM; 360,000 tested, 0.17% active; AID 588352;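 active = inhibition above a per-campaign cutoff, the mean of all compounds plus 3 SD, cut at about 60% in these data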;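 also: 0% = DMSO-treated cells and 100% = gossypol-treated cells at 36 µM; higher means less SRC3-driven luciferase light from the GAL4 reporter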
SRC2 inh = inhibits human steroid receptor coactivator 2 | Q15596 | HEK293 GAL4-SRC2 luciferase reporter, luminescence | inhibition, % at 9 µM | 370,000 tested, 0.17% active;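 active = inhibition above the mean inhibition of all tested compounds plus 3 SD, set per campaign, cut at about 52% in these data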;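 also: 0% = DMSO treated cells and 100% = cells given Gossypol at 36 µM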
COUP-TFII inh = inhibitors of human COUP-TFII (NR2F2) | HEK293T NGFI-A luciferase reporter, luminescence | inhibition, % at 8.6 µM | 370,000 tested, 0.7% active;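 active = inhibition above a per-plate cutoff, mean inhibition of test wells between control levels plus 3 SD, cut at about 38% in these data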;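 also: cells cotransfected with COUP-TFII expression vector driving the NGFI-A reporter; 0% = median of COUP-TF2 test wells and 100% = reporter-only cells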
ABHD5 PLIN5 PPI = blocks binding of human ABHD5 to perilipin-5; 360,000 tested, 0.78% active; inhibition, % at 4 µM; Split G. princeps luciferase complementation, luminescence, 4 h;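 active = inhibition above the mean inhibition across every tested compound plus 3 SD, cut at about 22% in these data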;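 also: 0% = DMSO only wells and the 100% control is not disclosed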
NOD2-RIPK2 inh = inhibitors of human NOD2-RIPK2 interaction | 360,000 tested, 0.38% active | CHO BLA complementation NOD2-RIPK2, CCF4 ratio | AID 624267 | O43353 | inhibition, % at 4.98 µM; in the data active = inhibition above about 21%;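 also: 0% = vehicle only and 100% = reference blocker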
MC4R antagonist = antagonists of human melanocortin 4 receptor (MC4R) | P32245 | MC4R-expressing cells, MTII-stimulated cAMP, LANCE TR-FRET | inhibition, % at 6.5 µM | 360,000 tested, 0.48% active | AID 540295;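 active = inhibition above its plate's cutoff, the mean of tested wells on that plate plus 3 SD, cut at about 29% in these data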;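 also: 0% = Melanotan II alone and 100% = Melanotan II plus saturating MCL0020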
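system = U2OS cells with stable human MC4R expression | also added = Melanotan II challenge after compound preincubation | dosing = one concentration, 6.5 µM nominal | incubation = compound 30 min, challenge 1 h, detection 1 h | measured by = TR-FRET with Eu-cAMP and labeled anti-cAMP, 671 nm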
NCOA1 inh = human NCOA1 inhibition | Q15788 | HEK293 GAL4-SRC1 luciferase reporter, luminescence | inhibition, % at 3.6 µM | 360,000 tested, 0.12% active | AID 588354;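 active = inhibition above the campaign mean plus 3 SD, with each screening campaign given its own cutoff, cut at about 60% in these data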;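 also: 0% = DMSO treated cells and 100% = gossypol at 36 µM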
MC4R barr agon = human MC4R agonism via beta-arrestin. P32245. U2OS MC4R beta-arrestin complementation, luminescence; percent of melanotan II response, DMSO zero. activation, % at 8.9 µM. AID 540308. 360,000 tested, 0.98% active;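 active = activation above a per-plate cutoff, the mean activation of sample wells on that plate plus 3 SD, cut at about 8% in these data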
LRH-1 inv ag = inverse agonists of human LRH-1 (NR5A2); 360,000 tested, 0.13% active; inhibition, % at 3.6 µM; AID 602396; O00482; HEK293T StAR-luciferase reporter, LRH-1 transfected, 24 h;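 active = inhibition above the mean inhibition of all tested compounds plus 3 SD, cut at about 73% in these data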;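 also: 0% = DMSO wells and 100% = reporter-only cells lacking LRH-1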
LMP1 NFkB inh = Epstein-Barr LMP1 NF-kappaB reporter inhibition; 350,000 tested, 0.69% active; LMP1-induced NF-kappaB luciferase reporter cells, luminescence; AID 504558; inhibition, % at 12.5 µM; in the data active = inhibition above about 41%;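 also: 0% = neutral control wells and 100% = reference inhibitor control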
TLR9-MyD88 block = blocks human TLR9 binding to MyD88 | Q9NR96+Q99836 | CHO BLA complementation TLR9-MyD88, CCF4 FRET ratio | inhibition, % at 4.98 µM | 340,000 tested, 0.21% active;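 active = inhibition above the mean over all tested compounds plus 3 SD, cut at about 21% in these data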;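 also: 0% = DMSO only wells and 100% = clavulanate BLA inhibitor control wells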
* = called active by the depositor; . = no result given. The list is partial, so the mix of outcomes need not match the whole.

ABHD5 PLIN5 PPI	MC4R antagonist	mol	MC4R barr agon	SRC3 inh	NOD2-RIPK2 inh	NCOA1 inh	SRC2 inh	LRH-1 inv ag	COUP-TFII inh	TLR9-MyD88 block	LMP1 NFkB inh
2	-2	O=C(Cn1cnc2cc([N+](=O)[O-])ccc2c1=O)NCCc1ccc(Cl)cc1	1.8	21	2	14	-7	-2	-5	-6	-4
9	8	COc1ccccc1OCCC(=O)OCC(=O)Nc1ncc(Cl)cc1Cl	-0.5	1	5	-15	0	10	7	7	6
-8	1	Cc1ccc(OCC(=O)NC2CCSc3ccccc32)cc1 (configuration not stated)	-1.1	2	2	-24	-14	-8	-20	-6	-6
-1	-1	COc1cccc(CNS(=O)(=O)c2cc(Br)cc3c2N(C(C)=O)C(C)C3)c1 (configuration not stated)	-1.0	-12	-8	9	5	6	18	2	-2
6	-3	FC(F)(F)c1ccc(Oc2ccc3c(C(F)(F)F)cc(C(F)(F)F)nc3n2)cc1	-2.0	14	-6	-2	10	3	-2	-17	6
-8	10	COc1cc2c(cc1OC)C1CCN3C(=O)CCC3N1CC2 (configuration not stated)	1.1	-5	5	-15	-18	-26	-16	8	3
0	-1	O=C(O)C1CCC(CN(Cc2cccc(Br)c2)C(=S)Nc2ccccc2F)CC1 (configuration not stated)	0.1	4	-2	-21	-5	16	-3	-2	-2
5	-1	CC(C)NC(=O)NC(=O)COc1c(F)c(F)cc(F)c1F	-0.2	2	-15	-16	-32	9	-8	1	-3
5	4	CCCCCCOC(=O)C[N+](C)(C)CCOC1CC2CCC1(C)C2(C)C (configuration not stated)	0.3	-3	-4	-2	-23	-10	-6	0	8
-4	5	Cc1nc(N2CCN(c3ccccc3)CC2)nc2c1C(=O)CC(c1ccccc1)C2 (configuration not stated)	-2.3	13	-1	-13	-12	6	7	9	4
-5	11	O=C(O)CSc1cccnc1Sc1ccc(Cl)cc1	-1.7	18	-10	8	10	-9	18	.	.
3	1	N#Cc1c(N)n[nH]c1CCCN	-1.4	8	-4	-6	-10	-3	12	-6	6
0	-3	O=C(Nc1ccc(Cl)cc1C(F)(F)F)c1ccc(Cl)cc1	7.1	-4	-6	-24	-6	-21	-18	7	-24
-12	-4	O=C(NCC1CCCO1)c1ccccc1NS(=O)(=O)c1ccc(F)cc1 (configuration not stated)	0.3	2	-8	0	-12	2	3	-9	5
-5	15	Cc1cc(C)nc(SCNC(=O)c2ccc(Cl)cc2)n1	0.7	4	-6	-12	-5	-3	-1	-10	-4
1	3	Cc1nc(NC(=O)CSc2nnc(-c3ccc4c(c3)OCO4)o2)c(Cl)cc1Cl	2.0	-3	-4	-9	-22	-9	-11	-6	-2
14	4	CN(C)CCCN(C(=O)c1ccc2c(c1)OCCO2)c1nc2ccc(Cl)cc2s1	-0.4	-70	-7	1	-18	-11	-26	4	-9
11	-24	Cn1c(O)c(N=NC(=N)N)c2ccccc21	3.0	15	2	25	-16	5	6	11	-5
6	-3	C=CCC1CCC/C(=N\NS(=O)(=O)c2ccc(C)cc2)C1 (configuration not stated)	5.0	0	-6	14	9	7	-5	0	4
3	2	CN(C(=O)c1cc2c(=O)n3ccccc3nc2n1C)C1CCCCC1	0.3	-143	1	-78	-112	-187	-34	-15	-8
-3	4	CC(=O)C1=C(C)NC(=O)NC1c1ccc(OC2CCCC2)cc1 (configuration not stated)	-2.4	14	2	3	4	-14	30	3	-17
1	5	O=C(NC1CCN(Cc2ccccc2)CC1)c1cccc(S(=O)(=O)Nc2ccc(F)cc2)c1	-0.1	21	-11	16	16	24	55*	-17	28
9	16	CN1CCN(CCCCC(=O)c2ccccc2)CC1	-1.5	-8	-2	-23	-20	-19	-6	4	3
-21	1	CCc1nonc1NC(=O)COc1cc(C)c(Cl)c(C)c1	0.3	4	-2	-19	1	0	1	0	0
5	3	CCCCC12CN3CC(C)(CN(C1)C3c1ccc([N+](=O)[O-])o1)C2=O (configuration not stated)	0.5	7	-9	12	-43	10	17	2	-2
10	-2	O=C(COc1ccc(Br)cc1)NCc1ccccn1	1.3	8	-9	-57	-12	6	-1	5	-4
-2	-4	Nc1cc(-c2ccc(Cl)cc2)nn1S(=O)(=O)c1cccc2nsnc12	-0.3	10	-1	-6	4	-10	4	6	-12
-3	23	CCCCN(C)C(=O)c1sc(=O)n(Cc2ccccc2F)c1C	-1.0	-5	3	11	-6	-30	14	.	.
4	4	CCOC(=O)C(C)Sc1snnc1C (configuration not stated)	-0.4	-10	-4	-7	-6	5	-6	2	1
-1	0	O=C(CSc1nnc(-c2ccco2)n1-c1ccccc1)NCCc1ccccc1	-1.5	18	-17	1	-4	2	2	8	1

Next section, starting with the last two of the part before.
ABHD5 PLIN5 PPI	MC4R antagonist	mol	MC4R barr agon	SRC3 inh	NOD2-RIPK2 inh	NCOA1 inh	SRC2 inh	LRH-1 inv ag	COUP-TFII inh	TLR9-MyD88 block	LMP1 NFkB inh
4	4	CCOC(=O)C(C)Sc1snnc1C (configuration not stated)	-0.4	-10	-4	-7	-6	5	-6	2	1
-1	0	O=C(CSc1nnc(-c2ccco2)n1-c1ccccc1)NCCc1ccccc1	-1.5	18	-17	1	-4	2	2	8	1
0	0	CCCc1cc(=O)[nH]c(SCCCCN2C(=O)c3ccccc3C2=O)n1	-2.1	8	-1	-18	-5	12	15	13	-1
-3	-10	O=C(CS(=O)CC(=O)N(c1ccccc1)C(C(=O)NC1CCCC1)c1cccs1)Nc1ccc(F)cc1 (configuration not stated)	-1.4	-6	-1	-6	-5	-15	-10	5	-7
-1	5	C=CCn1c(SCC(=O)Nc2ccccc2F)nc2ccccc2c1=O	0.6	0	0	26	3	-3	1	3	-1
3	4	Cc1ccc(NC(=O)C(c2ccccc2)N(C)C)cc1Cl (configuration not stated)	0.5	12	4	8	.	31	.	1	0
5	7	COc1cc(/C=N/NC(=O)c2cc(-c3ccco3)nc3ccccc23)cc(OC)c1O	-2.1	-12	0	-5	-2	18	8	3	0
0	14	COC(=O)c1cc(=O)n(CCc2ccccc2F)c(=Nc2ccc(F)c(Cl)c2)s1	1.1	-8	-13	-25	-9	-1	9	-4	-36
2	11	COc1ccc2[nH]c(=O)c(CN(CCc3ccccc3)Cc3nnnn3CC3CCCO3)cc2c1 (configuration not stated)	-1.0	-5	-6	-6	19	-9	8	5	21
28*	7	O=S(=O)(c1ccccc1)N1CCN(Cc2c(O)ccc3ccccc23)CC1	1.8	-1	6	-13	6	-3	20	-1	-2
6	-6	O=C(CSc1nc2ncc(Cl)cc2[nH]1)N1CCC(Cc2ccccc2)CC1	0.1	3	-2	-1	16	-9	10	-8	2
5	5	COCC(C)NC(=O)c1cccc(Cl)c1 (configuration not stated)	-1.5	8	-6	8	-4	2	4	5	-2
6	11	CC(C)c1ccc(N(CC(=O)NCC2CCCO2)C(=O)Cn2nnc(-c3cccs3)n2)cc1 (configuration not stated)	-1.6	4	-3	15	-19	3	8	-1	0
96*	58*	COc1ccc(NC(=O)/C(Cl)=C(/Cl)S(=O)Cc2ccc(C)cc2)cn1 (configuration not stated)	-3.7	41	95*	-27	.	87*	.	36*	95*
-2	4	CC1CCCN(C(=O)CNS(=O)(=O)c2cccs2)C1 (configuration not stated)	-1.3	-17	-17	-9	-17	-8	-5	5	-1
-4	-1	COc1ccc(NC(=O)c2cc(S(=O)(=O)N3CCOCC3)cs2)cc1	-2.0	-6	-11	-7	-48	-6	-8	-2	2
-6	16	COc1ccc(-c2ccnc(SCC(=O)N3CCOCC3)n2)cc1	0.5	-7	2	1	-20	11	2	10	33
-6	2	CCCCN(C(=O)C1=COCCO1)c1c(N)n(CCC)c(=O)[nH]c1=O	-5.6	2	-4	10	-4	-18	-10	-6	-2
-15	2	C=CCn1c(N)c(C(=O)Nc2ccccc2)c2nc3ccccc3nc21	-0.2	0	-2	-32	-5	-6	-10	-13	-18
-5	6	Cc1c(NC(=O)CCCN2C(=O)c3cccc4cccc(c34)C2=O)c(=O)n(-c2ccccc2)n1C	-4.1	-11	-6	-15	-34	1	7	-4	-5
-3	5	CCc1nnc(NC(=O)C2COc3ccccc3O2)s1 (configuration not stated)	-0.6	-52	1	-86	-58	-138	-18	0	5
-6	19	CCN(CC)C(=O)CN1CCN(c2ccccc2F)CC1	0.0	4	10	0	10	-17	-7	-3	-15
-8	-5	COc1cccc(NC(=S)N(CCc2c(C)[nH]c3ccccc23)Cc2ccco2)c1	0.0	-25	-4	10	14	-6	27	1	7
1	10	COC(=O)c1ccc(-c2ccc(CNCC(O)c3ccccc3)o2)cc1 (configuration not stated)	3.1	-14	-5	-1	-3	9	-1	-5	1
1	12	C=CCOc1ccn(C)c(=O)n1	-0.3	-1	-3	1	-1	-8	1	3	5
-6	5	Cc1ccc(CN2C(=O)c3ccccc3NC2c2cc(Br)ccc2O)cc1 (configuration not stated)	0.3	-3	2	-15	13	-3	12	1	-2
-7	5	Cc1cc(NS(=O)(=O)c2ccc(NC(=O)/C=C/c3ccccc3)cc2)no1	0.9	-13	2	4	-18	-43	5	1	-7
0	-6	CCCOc1ccc(S(=O)(=O)N2CCCC2)cc1[N+](=O)[O-]	-2.3	12	-9	-31	-24	-25	-4	4	0
6	8	Cc1nnc(N2CCCC(C(=O)NCc3ccc(OC(C)C)cc3)C2)c2nn(-c3ccccc3)c(C)c12 (configuration not stated)	12*	2	12	27	2	9	-14	-5	14
-1	1	OC[C@H]1O[C@@H](c2nc(-c3ccc4[nH]ccc4c3)no2)[C@H](O)[C@@H](O)[C@H]1O	0.9	-14	-3	-3	-22	4	-6	.	.
-7	20	Cc1cc(C)c2nc(N3C(=O)C(O)=C(C(=O)c4ccco4)C3c3ccco3)sc2c1 (configuration not stated)	2.6	-11	-2	-29	-15	-16	-35	2	-1
2	1	Oc1ccccc1C=Nc1cccc2ccccc12	-0.2	-1	-6	-18	10	22	-17	1	-3
4	-1	Cn1c(-c2ccc(F)cc2)cnc1NCc1cccc([N+](=O)[O-])c1	-0.7	3	3	-8	1	-18	2	-17	-6
-3	6	C=CCc1c(OC)ccc2c1c(S(=O)(=O)c1ccc(C)cc1)cn2COC	-2.6	3	-2	-11	8	-20	5	-1	-4
-2	0	CCOc1ccc2[nH]c(=O)c(CN(Cc3ccccc3)C(=O)N3CCCC3)cc2c1	-1.8	-17	-10	-3	19	2	-6	2	-6
1	0	O=C(c1ccc(CNS(=O)(=O)c2ccc(F)cc2)cc1)N1CCCCCC1	-0.1	-21	-1	-47	-37	-19	-19	-2	-13
-9	21	COc1cccc(/C=N/Nc2nc(N3CCCC3)nc(N3CCCC3)n2)c1O	1.8	15	-10	10	-8	-10	1	-9	1

Screens from PubChem BioAssay.
